Compound activity (PubChem)
CRFR2-BP ag – CRF-BP/CRF-R2 complex agonism. AID 588473. HEK293 CRF-R2/CRF-BP, calcium dye fluorescence (FLIPR); percent of saturating CRF peptide response. activation, % at 13.2 µM. 350,000 compounds, 0.46% hits;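 active = activation of at least 50%, plus an integration ratio under a set limit after plate pattern correction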;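 note: plate controls were neutral control wells without compound for no effect and CRF at EC100 for full effect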
CHRM4 PAM – CHRM4 positive allosteric modulation; P08173; CHO-K1 hM4/Gqi5, Fluo-8 calcium fluorescence, ACh EC20; 0% = ACh EC20, 100% = maximal ACh; activation, % at 3 µM; 360,000 compounds, 0.4% hits;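 active = activation above its plate's cutoff, the mean activation of sample wells plus 3 SD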; note: some results filed as inactive read as strong as hits
Target sequence (P08173 whole entry, looked up): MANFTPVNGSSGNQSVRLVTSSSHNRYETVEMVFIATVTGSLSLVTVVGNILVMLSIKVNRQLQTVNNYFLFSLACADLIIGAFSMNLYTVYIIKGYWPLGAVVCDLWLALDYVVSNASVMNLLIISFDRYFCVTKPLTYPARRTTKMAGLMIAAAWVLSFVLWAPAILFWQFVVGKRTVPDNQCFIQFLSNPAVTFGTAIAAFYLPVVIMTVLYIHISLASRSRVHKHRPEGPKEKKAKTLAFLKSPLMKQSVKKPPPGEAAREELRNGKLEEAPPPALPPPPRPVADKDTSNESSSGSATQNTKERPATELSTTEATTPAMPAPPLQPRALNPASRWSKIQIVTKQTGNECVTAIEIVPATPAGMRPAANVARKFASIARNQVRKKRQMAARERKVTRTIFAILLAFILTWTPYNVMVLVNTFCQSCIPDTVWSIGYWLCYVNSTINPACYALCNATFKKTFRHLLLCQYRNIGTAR
CRFBP-R2 block – blocks CRF-induced signaling of the CRF-BP/CRF-R2 complex; inhibition, % at 11.8 µM; HEK293 CRF-R2/CRF-BP, CRF-induced calcium fluorescence; AID 588475; 350,000 compounds, 0.59% hits;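 active = inhibition of the ligand-induced calcium signal above about 50% at the single tested concentration, limit read from the data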
CHRM4 agonist – agonists of human muscarinic M4 receptor (CHRM4). P08173. CHO-K1 hM4/Gqi5, Fluo-8 calcium fluorescence; vehicle 0%, full acetylcholine response 100%. activation, % at 3 µM. 360,000 compounds, 0.14% hits;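 active = activation above the run mean over all test wells plus 3 SD, cut at about 32% in these data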;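 note: peak over basal fluorescence ratio per well then scaled between controls; 0% = DMSO wells and 100% = acetylcholine at EC100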
M5 antag – antagonists of human muscarinic M5 receptor (CHRM5); P08912; CHO-hM5 cells, Fluo-8 calcium fluorescence, ACh EC80; inhibition, % at 3 µM; 360,000 compounds, 0.59% hits;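 active = inhibition above a per-plate cutoff, the mean of that plate's test compounds plus 3 SD, cut at about 27% in these data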;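 note: 0% = acetylcholine EC80 with DMSO and 100% = DMSO without agonist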
Target sequence (P08912 whole entry, looked up): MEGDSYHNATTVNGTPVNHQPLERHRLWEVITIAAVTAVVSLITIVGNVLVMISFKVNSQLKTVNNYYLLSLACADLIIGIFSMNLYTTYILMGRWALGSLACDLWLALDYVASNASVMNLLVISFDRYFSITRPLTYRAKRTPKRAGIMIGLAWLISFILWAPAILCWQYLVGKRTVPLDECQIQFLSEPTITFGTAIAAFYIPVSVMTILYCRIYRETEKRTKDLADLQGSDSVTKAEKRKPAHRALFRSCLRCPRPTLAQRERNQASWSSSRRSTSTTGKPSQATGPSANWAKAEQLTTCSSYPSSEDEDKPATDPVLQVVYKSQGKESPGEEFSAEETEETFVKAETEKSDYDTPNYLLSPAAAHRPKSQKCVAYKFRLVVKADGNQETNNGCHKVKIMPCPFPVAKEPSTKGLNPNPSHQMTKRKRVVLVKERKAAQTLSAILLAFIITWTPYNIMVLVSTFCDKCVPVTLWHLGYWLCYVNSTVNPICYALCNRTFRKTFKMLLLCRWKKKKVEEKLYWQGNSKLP
CHRM4 antagonist – antagonists of human muscarinic M4 receptor (CHRM4) | P08173 | CHO-hM4 cells, ACh EC80, Fluo-8 calcium fluorescence | inhibition, % at 3 µM | 360,000 compounds, 0.73% hits | AID 624125;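 active = inhibition above its plate's cutoff, the mean inhibition of sample wells plus 3 SD, cut at about 27% in these data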;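 note: 0% = acetylcholine EC80 with DMSO and 100% = DMSO without agonist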
M1 PAM – potentiates human M1 receptor response to acetylcholine; P11229; CHO-K1 hM1, Fluo-8 calcium fluorescence, ACh EC20; 0% = ACh EC20, 100% = maximal ACh; activation, % at 3 µM; 360,000 compounds, 0.088% hits; in the data active = activation above about 19%, passing the limit was not always enough
CHRM5 PAM – CHRM5 positive allosteric modulation; activation, % at 3 µM; 360,000 compounds, 0.3% hits; CHO-K1 hM5, Fluo-8 calcium, ACh EC20 PAM; 0% = ACh EC20, 100% = ACh EC100;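 active = activation above the run cutoff, the mean activation of all test compounds plus 3 SD, cut at about 18% in these data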
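System – CHO-K1 hM5 cells · Compound – 3 µM, single dose · Incubation – compound preincubation 140 s before EC20 acetylcholine addition · Technique – Fluo-8 calcium fluorescence · Measure – Max/basal fluorescence ratio as % of EC20–EC100 ACh window · Benchmarks – low control EC20 acetylcholine (0%), high control EC100 acetylcholine (100%) · Replication – singlicate, one well per test compound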
CHRM5 agonist – agonists of human muscarinic M5 receptor (CHRM5); P08912; CHO-K1 hM5 cells, Fluo-8 calcium fluorescence; 0% DMSO wells, 100% maximal acetylcholine response; activation, % at 3 µM; 360,000 compounds, 0.19% hits; AID 624037;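 active = activation above the run's mean over test compounds plus 3 SD, cut at about 23% in these data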;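 note: signal is peak over basal fluorescence ratio across the kinetic read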
Numbers without * were called inactive; . = no result given; & = joins results of further samples. Rows are unselected (roughly 2.6% active in at least one column).

SMILES	CRFR2-BP ag	CHRM4 PAM	CRFBP-R2 block	CHRM4 agonist	M5 antag	CHRM4 antagonist	M1 PAM	CHRM5 PAM	CHRM5 agonist
O=C(O)CCn1cc(-c2ccc(Cl)cc2)nc1-c1ccc(Cl)nc1	-0.8	13	-1	0	8	0	11	-1	3
O=C(O)c1cscc1Cc1cccs1	-0.3	-1	-14	0	-7	-1	6	-4	-1
O=C(CC[C@H]1O[C@@H](n2ccc(=O)[nH]c2=O)[C@H](O)[C@@H]1O)N[C@H](Cc1ccccc1)C(=O)NCc1ccccc1	.	14	.	0	3	1	-1	1	2
Cc1ccc(-n2c(SCC(=O)Nc3cc(C)on3)nc3c([nH]c4ccccc43)c2=O)cc1	-1.4	5	7	1	0	-7	6	-3	2
CN(C)c1nnnn1-c1ccc(Cl)cc1Cl	-2.1	-8	29	0	0	-1	-2	-7	1
CN1/C(=C\C(=O)COC(=O)CNC(=O)c2ccccc2F)C(C)(C)c2ccccc21	1.3	5	2	4	-9	0	0	0	2
CCNC(=O)C1(C)CCN(Cc2ccc(-c3ccccc3)cc2)C1 (stereo not drawn)	.	-3	.	3	-1	1	0	1	-1
CN(C)N1C(N)=C(C#N)C(c2cccnc2)C2=C1CCCC2=O (stereo not drawn)	-0.1	19	-5	1	-5	-8	8	9	-1
CCC1NC(C(=O)O)Cc2c1[nH]c1ccccc21 (stereo not drawn)	0.7	8	-7	2	-7	-5	11	7	0
C=CCOc1ccccc1CN1CCN(CCc2ccccc2)C(CCO)C1 (stereo not drawn)	-1.8	-8	6	0	12	6	-16	-7	-26
C=CCn1c(SCC(=O)Nc2ccc(F)cc2)nc2cc(C(=O)O)ccc2c1=O	0.6	-2	-18	1	8	-5	10	1	3
COc1ccc([N+](=O)[O-])cc1NC(=O)C1C2C=CC(C2)C1C(=O)O (stereo not drawn)	-0.1	6	12	1	-10	-11	22	13	-3
O=C(CNC(=S)N(Cc1ccc(F)cc1)C1CCCCC1)NCC1CCCO1 (stereo not drawn)	-1.5	3	6	-1	6	-4	1	7	-3
COc1ccc(-c2nc(N)n(C(=O)c3ccco3)n2)cc1	0.4	7	3	4	-2	-2	4	0	5
COc1ccc(CCNC(C)=O)cc1	-0.4	0	23	0	4	2	4	3	-2

Compound profiles (already shown).
Record of `COc1ccc([N+](=O)[O-])cc1NC(=O)C1C2C=CC(C2)C1C(=O)O` (stereo not drawn) → CRFR2-BP ag = -0.1; CHRM4 PAM = 6; CRFBP-R2 block = 12; CHRM4 agonist = 1; M5 antag = -10; CHRM4 antagonist = -11; M1 PAM = 22; CHRM5 PAM = 13; CHRM5 agonist = -3
Record of `O=C(O)CCn1cc(-c2ccc(Cl)cc2)nc1-c1ccc(Cl)nc1` → CRFR2-BP ag = -0.8; CHRM4 PAM = 13; CRFBP-R2 block = -1; CHRM4 agonist = 0; M5 antag = 8; CHRM4 antagonist = 0; M1 PAM = 11; CHRM5 PAM = -1; CHRM5 agonist = 3

The list continues.
SMILES	CRFR2-BP ag	CHRM4 PAM	CRFBP-R2 block	CHRM4 agonist	M5 antag	CHRM4 antagonist	M1 PAM	CHRM5 PAM	CHRM5 agonist
COc1ccc(NC(=S)N2CCC(C(=O)c3ccc(C)cc3)CC2)c(OC)c1	-4.3	-6	25	1	7	1	4	0	-5
O=C(Nc1ccc(F)cc1)c1cc(-c2ccccc2)no1	0.8	-1	-5	2	5	-7	4	2	-3
COc1cccc(N=CC2=C(O)CCCC2=O)c1	0.9	0	-7	1	-6	5	4	2	3
CCOC(=O)c1c(CN2CCOCC2)n(C)c2cc(Br)c(O)c(CN(C)C)c12	-0.2&-1.6	2&2	9&9	3&2	-7&3	-11&-1	1&11	-5&4	-1&-1
COc1cc(/C=N/NC(=O)[C@H](Cc2c[nH]c3ccccc23)NC(=O)OCC(C)C)cc([N+](=O)[O-])c1O	-1.5	0	-2	-1	11	13	-4	-1	2
O=C(CSc1ccc(Cl)cc1)Nc1cccc(-c2nc3ncccc3o2)c1	-2.2	-1	-56	2	-11	1	-1	8	3
Cc1cccc(N2CCN(C(=O)c3ccc4c(c3)c(C)c(C)n4C)CC2C)c1 (stereo not drawn)	0.7	10	-7	3	-11	-17	3	1	-5
COc1ccc(C2CC(=O)C(C=NCCN3CCN(C(=S)Nc4ccccc4)CC3)=C(O)C2)cc1 (stereo not drawn)	2.3	1	-5	1	13	-13	-2	-3	-6
CCc1ccc(OCC(=O)NCc2ccco2)c(Br)c1	-0.6	8	-1	-1	10	-5	8	-1	-1
COCCNCc1ccccc1	-0.6	3	4	2	1	-9	7	4	-1
CCn1c(=O)cc(OCC(=O)Nc2cccnc2)c2ccccc21	-1.1	7	-2	3	1	4	11	2	3
CC(=Cc1cccs1)C(=O)c1ccccc1	-2.5	8	27	-1	5	1	-5	-3	0
COCc1ccc(C(=O)N2CCCC(N(C)Cc3ccccc3)C2)s1 (stereo not drawn)	-1.9	-7	11	1	-9	-6	-4	1	-3
Cc1cc(=O)oc2cc(NC(=O)c3ccc(OC(F)F)cc3)ccc12	-0.4	-3	4	1	16	-5	1	-5	-1
COC(=O)c1ccc(NC(=O)CSc2ccccn2)cc1	-1.6	-6	21	0	-1	5	7	0	3
CCCOc1ccc(C(=O)CCC(=O)OCC(=O)N2CC(=O)Nc3ccccc32)cc1	1.3	-2	-10	4	-2	7	3	-3	2
COc1cc(C(=O)NC(=S)N2CCCCCC2)cc(OC)c1OC	0.4	-5	-4	0	5	5	1	6	2
CCn1cnc2cc(NC(=O)c3ccco3)ccc21	-0.3	2	-19	1	-1	4	2	1	0
O=C(CCN=C1NS(=O)(=O)c2ccccc21)OCC(=O)c1ccc(F)cc1	-2.2	-4	3	5	2	-4	4	1	6
COc1ccc(/C=N/NC(=O)C(=O)NCC2CCCO2)cc1 (stereo not drawn)	-0.6	-11	-8	-1	-10	17	-1	0	-4
CC(C)(C)n1nnnc1CN1CCSCC1	-0.5	3	2	0	3	2	9	3	0
C=CCOC(=O)C1=C[C@H](c2coc3ccccc3c2=O)[C@@H](CCCO)[C@H](OCC)O1	-0.9	14	2	-1	4	4	1	13	6
O=C(O)C1C2C=CC3(O2)C1C(=O)N1c2ccccc2C2OCCC2C13 (stereo not drawn)	0.5	15	8	1	-9	-5	4	-5	1
O=C(O)CCNS(=O)(=O)c1ccc(Oc2ccccc2Cl)cc1	0.9	-12	17	0	-1	8	3	0	-1
Cc1ccc(-c2ccc(/C=N/NC(=O)CN3CCCC3)o2)cc1Cl	-1.3	8	-10	1	1	-7	3	0	-3
CN(Cc1ccccc1)C(=O)COc1ccccc1Cl	1.7	10	-5	1	8	-9	10	-1	-4
O=C(C[C@H]1C[C@H](C(=O)N2CCOCC2)[C@@]2(CCC3CCCC3)c3[nH]c4cc(-c5ccco5)ccc4c3CCN2C1=O)NCCc1ccccn1	-6.3	10	-3	0	-2	-8	-2	1	1
Cc1cc(Br)ccc1OCC(=O)NNC(=O)Cc1ccccc1	-11	1	16	1	-5	-10	5	-4	-3
OC1Cc2ccccc2C1Nc1cccc(C(F)(F)F)c1 (stereo not drawn)	-2.1	0	9	4	7	3	0	-3	2
Cc1ccc(NC(=O)c2c(-c3ccccc3)noc2C)nc1	-0.8	6	-16	1	1	1	10	5	-4
COc1ccc(NC(=O)c2ccc(Cl)c(S(=O)(=O)N3CCc4ccccc4C3)c2)cn1	2.9	-19	-8	15	23	17	-10	-16	7
Cc1cc(NC(=O)C2CC(=O)N(c3ccc(Cl)cc3)C2)no1 (stereo not drawn)	0.6	-2	-3	0	16	3	7	1	-4
COC(=O)COc1cc(OCC(=O)OC)c2c(C)c(Cl)c(=O)oc2c1	0.2	3	3	2	1	-6	-1	-5	0
CCCCCCCCN1C(=O)[C@H](CC(=O)N2CCN(C(=O)c3ccco3)CC2)C[C@@]2(C(=O)OCC)CCCC=C12	.	1	.	0	-2	-9	.	-2	-1
O=C(c1ccccc1-c1nc2ccccc2[nH]1)N1CCCCC1	-2.3	-1	1	1	-1	-8	1	-2	-3
COc1ccccc1NC(=O)c1ccc2nsnc2c1	0.0	9	6	1	-4	1	14	1	-4
COC1C(CO)OC(n2c3c(Cl)cccc3c3c4c(c5c6cccc(Cl)c6[nH]c5c32)C(=O)NC4=O)C(O)C1O (stereo not drawn)	67*	7	-75	0	18	1	9	-6	1
CC(C)NC(=O)N(C)C[C@H]1Oc2cc(C#Cc3ccc(F)cc3)ccc2S(=O)(=O)N([C@H](C)CO)C[C@H]1C	-0.3	2	49	6	2	-20	-2	-5	-1
O=C(O)Cc1ccc(NS(=O)(=O)c2ccc3ccccc3c2)cc1	0.0	2	-1	0	-10	-6	20	6	1
Nc1cc(N)cc(C(=O)OCC(=O)Nc2cc(S(=O)(=O)N3CCCCC3)ccc2Cl)c1	0.0	2	-6	3	0	2	4	6	4
COCCn1nnnc1CN(CCc1ccc(OC)c(OC)c1)Cc1cc2ccc(C)cc2[nH]c1=O	0.4	10	1	1	3	9	7	2	-1
COc1ccc([N+](=O)[O-])cc1NC(=O)C(C)OC(=O)c1ccccc1C(=O)c1ccc(Cl)cc1 (stereo not drawn)	7.2	-8	-7	2	6	8	0	-8	-3
COc1cc(CNn2cnnc2)ccc1OCC(=O)NC(C)(C)C	4.8	6	-8	0	-1	-7	-1	6	1
O=C(NC1CCCCCCC1)c1cccnc1	-0.5	-5	10	1	-2	2	5	-2	-1
O=C(CSc1nnc(NC(=O)C2CC2)s1)Nc1ccc2c(c1)OCCO2	-3.2	-1	1	4	-3	-9	8	0	1
O=C(c1ccc(-c2ccccc2)c(F)c1)C1CCCN(CCCn2cccn2)C1 (stereo not drawn)	-0.3	-31	-3	5	0	9	-20	-1	-7
CCCCC(=O)Nc1cccc(NC(=S)NC(=O)Cc2ccccc2)c1	-4.7	-4	-3	4	-3	6	4	-5	1
Cc1ccc(NC(=O)c2ccc(Cl)c(S(=O)(=O)NCc3ccco3)c2)c(O)c1	-1.1	7	-11	4	12	-10	6	-7	2
Nc1ccc(-c2nnn(Cc3ccccc3F)n2)cc1	0.1	4	0	1	5	-6	8	6	0
O=C(OC(C(=O)Nc1ccc(Cl)c(C(F)(F)F)c1)c1ccccc1)C1=COCCO1 (stereo not drawn)	1.4	-3	-55	1	-4	-3	-1	2	-3
CCCCn1c(CN2CCN(C(=O)OCC)CC2)nc2c1c(=O)n(C)c(=O)n2C	0.4	-7	0	-1	-3	4	9	3	-1
CCOc1ccc(C2C(C(=O)O)CCC(=O)N2C2CCCCC2)cc1 (stereo not drawn)	3.8	-5	2	0	0	8	9	2	-3
Cc1cnc(C(=O)OCC(=O)NC(=O)NC(C)C)cn1	-1.6	24	5	2	-2	-9	7	5	0
CCNc1nc(C)c2cc(Br)c(=O)n(CC)c2n1	0.1	-5	-27	0	4	18	1	-2	0
O=C(Cn1cnc2ccccc2c1=O)Nc1nnc(SCc2ccc(Cl)cc2)s1	0.3	6	2	0	1	-5	11	3	1
Cc1cc(C)cc(OCC(=O)NC2=NCCS2)c1	1.2	3	5	1	2	-6	8	0	-1
CCS(=O)(=O)NCCc1ccc(OC)c(OC)c1	0.5	-4	-6	1	5	4	6	-7	-2
CCn1nc(NC(=O)C(C)C)c2cc3ccc(C)cc3nc21	-1.1	-2	5	1	8	-5	2	-4	-2
O=C(CCc1nc2sc3c(c2c(=O)[nH]1)CCCC3)NCCOc1ccccc1	-1.5	-8	0	3	-1	1	3	-4	1
